N370S GC mod: inhibitors or activators of N370S glucocerebrosidase for Gaucher disease. P04062. N370S GC spleen homogenate, 4MU-glucoside fluorescence. Potency, µM (top dose mostly 59.4 µM), for the others: at the highest dose activity change, negative = inhibition, most hits filed as inhibitors. hit rate 0.092% among 330,000;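 further: 0% = full enzyme activity and -100% = no enzyme basal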
FEN1 inh: inhibitors of human flap endonuclease 1; P39748; Recombinant FEN1 flap cleavage, fluorescence, 15 min; Potency, µM (doses to about 114 µM), without a hit: at the highest dose activity change, negative = inhibition, hits mostly inhibitors; hit rate 0.35% among 390,000; AID 588795; further: nearly all actives have a fitted effect of over 65% in size
Target sequence (P39748 whole entry, looked up): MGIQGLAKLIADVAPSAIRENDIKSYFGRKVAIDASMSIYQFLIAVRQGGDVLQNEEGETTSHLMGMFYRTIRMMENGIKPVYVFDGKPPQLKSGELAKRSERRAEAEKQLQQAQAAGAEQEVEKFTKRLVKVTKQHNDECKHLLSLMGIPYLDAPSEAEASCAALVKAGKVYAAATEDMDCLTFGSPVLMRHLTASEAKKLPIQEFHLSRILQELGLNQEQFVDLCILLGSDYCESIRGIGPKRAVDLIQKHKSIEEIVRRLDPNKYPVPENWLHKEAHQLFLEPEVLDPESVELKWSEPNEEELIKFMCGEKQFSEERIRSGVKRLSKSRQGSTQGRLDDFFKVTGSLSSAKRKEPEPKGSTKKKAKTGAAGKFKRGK
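In this screen, 50 nM flap DNA substrate was added to 10 nM FEN1 pretreated with compound for 15 min at room temperature; cleavage was followed with reads at 0 and 15 min, and Hill fitting gave concentration–response parameters.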
GCN5L2 inh: GCN5L2 (KAT2A) acetyltransferase inhibition; GCN5L2 HAT assay, ThioGlo1 CoA-SH fluorescence; hit rate 0.21% among 390,000; Potency, µM (doses to about 58.9 µM), without a hit: at the highest dose activity change, negative = inhibition, usual class: inhibitors
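GCN5L2 (20 nM) in 50mM HEPES pH 7.5, 0.1mM EDTA, 0.01% Tween-20 preincubated 15 min with compounds at room temperature. Reaction started with H3(1-25) 75uM, acetyl-CoA 70uM, ThioGlo1 50uM; CoA-thiol fluorescence (Ex340/Em540) read at 0 and 20 min.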
An asterisk follows results filed as active; ? = inconclusive; / = no result given; & = joins results of further samples; [ ] = remark or other dose. The call rests on the fitted dose curve; in most records, active means well fitted curve in the direction sought with a large enough effect; inconclusive means small, poorly fitted or top-dose-only effect, or another doubt; inactive means no such curve, though single readings can be large; an effect the other way counts as inactive or inconclusive. Unless noted, on the % scale 0 is the no-effect control and ±100 the full control effect; potency means the concentration at half of the fitted maximal effect.

| Structure | N370S GC mod | FEN1 inh | GCN5L2 inh |
| --- | --- | --- | --- |
| CCC1(c2ccccc2)NC(=O)N(CC(=O)Nc2cccc(S(=O)(=O)N3CCCCC3)c2)C1=O (stereo unspecified) | ? | 0.8% | -12.0% |
| CCCc1cc(=O)[nH]c(SCC(=O)Nc2ccc(Br)cc2)n1 | 21.4% | 1.6% | -4.0% |
| COc1ccc(CCNC(=O)c2cnn(-c3cccc(C)c3)c2C2CCN(C(=O)OC(C)(C)C)CC2)cc1OC | / | -14.8% | 2.1% |
| COc1ccc(CNc2nc3nc(C)c(Cl)c(=O)n3[nH]2)cc1 | 4.0% | -1.7% | 0.6% |
| CC1(C)Cc2c(cnn2-c2ccc(F)cc2)C(NC(=O)C2=NNC(=O)CC2)C1 (stereo unspecified) | -6.4% | ? | -2.7% |
| COC(=O)c1ccc(Oc2nc(NC(C)C)nc(SC)n2)cc1 | 2.0% | 4.5% | -13.3% |
| c1ccc(CCC2CCCCN2Cc2cn[nH]c2-c2cc3ccccc3o2)nc1 (stereo unspecified) | -10.0% | -0.7% | -7.9% |
| O=C(c1cc(C(F)(F)F)cc(C(F)(F)F)c1)N1CCC2(CC1)CN(Cc1ccncc1)C2 | -3.0% | / | -0.3% |
| O=c1[nH]ncc(N/N=C\c2ccncc2)c1Cl | -10.3% | -7.4% | -4.4% |
| O=C(NCc1ccccc1Cl)C1CC(=O)N(Cc2ccccc2)C1 (stereo unspecified) | -0.2% | -4.0% | -5.6% |
| CCn1nc(C)cc1C(=O)N1CCCC(Nc2ccc(C(C)C)cc2)C1 (stereo unspecified) | 2.8% | -5.6% | 1.6% |
| CSc1nc(-c2ccc(C)cc2)nc(N)c1C#N | 2.4% | 3.1% | -2.9% |
| NNC(=O)c1csc(-c2ccc(C(F)(F)F)cc2Cl)n1 | -3.0% | -5.1% | 2.3% |
| CCc1ccc(-n2c(SCc3c(C)noc3C)nnc2-c2ccncc2)cc1 | -12.3% | 7.9% | -14.1% |
| COc1cccc(-c2nc(CS(=O)(=O)CC(=O)NC3CCCCC3C)c(C)o2)c1 (stereo unspecified) | -15.1% | 11.5% | 0.6% |
| O=C(OCC(=O)N1CCCC1=O)c1cc(S(=O)(=O)N2CCOCC2)ccc1F | -8.7% | 5.8% | 0.9% |
| N#CCSc1nnc(COc2ccc3ccccc3c2)o1 | -2.5% | -3.5% | -8.7% |
| O=C(COC(=O)C1CCC1)Nc1cc(S(=O)(=O)N2CCCCC2)ccc1Cl | -9.2% | -8.1% | ? |
| COc1ccc(C(=O)N2CCCC(CNC(=O)c3ccc(F)cc3)C2)cc1OC (stereo unspecified) | -12.6% | 1.4% | -0.5% |
| C[n+]1cccc2c(Br)ccc([O-])c21 | -14.5% | 0.8% | -10.4% |
| C/C(=N\S(=O)(=O)c1ccc(C)cc1)N1CCN(S(=O)(=O)c2ccccc2)C1 | 7.1% | 10.2% | 3.1% |
| O=S(=O)(Nc1ccc(-n2cnnn2)cc1)c1cccc(F)c1 | -5.0% | 3.2% | -4.7% |
| CCc1cccc(OCCCCNCCO)c1 | 3.2% | -10.0% | -5.5% |
| CC(C)C(=O)Nc1nc2ccc(S(C)(=O)=O)cc2s1 | 1.8% | 2.6% | -4.3% |
| O=C(Nc1ccccn1)c1ccc(=O)[nH]n1 | -0.5% | -1.0% | 0.4% |
| O=C(c1cccnc1)C1CCCN(Cc2nc(Cc3ccccc3F)no2)C1 (stereo unspecified) | 7.3% | 12.4% | -9.1% |
| NC(=O)N/N=C/c1cccc(C(F)(F)F)c1 | -1.6% | 2.9% | 4.3% |
| Cc1cc(C)nc(NC(=O)c2ccc(C)c(C)c2)n1 | -1.5% | 1.8% | -15.5% |
| O=C(Nc1ncccn1)C1=C(O)c2ccccc2S(=O)(=O)N1Cc1ccccc1 | -17.3% | 4.7% | -32.3% |
| Cc1ccccc1CNC(=O)CN(c1ccccc1Cl)S(C)(=O)=O | 0.3% | -6.2% | -4.9% |
| Cc1cc(C)c(Cn2c(=O)n(CCC(=O)NCCc3ccccc3)c(=O)c3ccccc32)c(C)c1 | / | 16.8% | -2.6% |
| Cn1c(=O)c2c(nc(SCCN3CCOCC3)n2Cc2ccccc2Cl)n(C)c1=O | 0.5% | 18.0% | -2.5% |
| COc1ccc(CC2(CO)CCN(Cc3ccc4c(c3)CCO4)CC2)cc1 | -20.6% | 8.3% | -15.0% |
| CCCOc1c(Br)cc(C2C3=C(CCCC3=O)N(CC)C3=C2C(=O)CCC3)cc1OC | ? | -19.8% | -11.0% |
| COc1ccc(C(=O)Cn2cc[n+](C)c2)cc1 | -1.0% | 10.7% | -1.5% |
| CC(C)c1ccc(NC(=O)C2C3C=CC4(CN(Cc5cccnc5)C(=O)C24)O3)cc1 (stereo unspecified) | -0.5% | 0.3% | -3.3% |
| COc1ccc(CC(=O)Nc2c3c(nn2-c2cccc(C)c2C)CS(=O)C3)cc1OC (stereo unspecified) | 0.1% | 4.6% | -4.4% |
| COc1ccc(-c2nnc3ccc(SCC(=O)NCc4ccco4)nn23)cc1 | 6.5% | -11.7% | -9.9% |
| O=C(c1c(F)cccc1F)N1CCN(c2cccc(C(F)(F)F)c2)CC1 | 8.9% | -19.4% | -2.0% |
| Nc1nc(-c2ccccc2)c(N=Nc2cccc3ccccc23)s1 | ? | -7.6% | -11.9% |
| COCC(C)OC(=O)C(C#N)c1nc2ccccc2nc1N1CCN(Cc2ccccc2)CC1 (stereo unspecified) | -19.4% | -1.2% | -3.8% |
| Cn1c(CS(=O)Cc2c(Cl)cccc2Cl)nnc1SCc1ccc(Cl)cc1 (stereo unspecified) | 10.1% | -6.0% | -6.1% |
| C[C@H](NC(=O)[C@@H]1Cc2ccccc2CN1C(=O)OC(C)(C)C)C(=O)NCc1ccco1 | -6.5% | 1.1% | -22.7% |
| COc1cccc(NC(=S)NCCN2CCOCC2)c1 | 2.4% | 2.3% | -0.8% |
| O=C1NCC2=C1C(c1ccc(Br)cc1)Nc1ccccc1N2 (stereo unspecified) | 3.5% | -14.8% | -3.6% |
| Cc1ccc(S(=O)(=O)NCC(=O)N(CC(=O)NC2CCCC2)CC2CCCO2)cc1 (stereo unspecified) | 4.0% | 2.3% | -2.4% |
| COc1ccc(NC(=O)COC(=O)CCCOc2ccc(Cl)cc2Cl)cc1Cl | -4.7% | -5.8% | -9.2% |
| Cc1cc2oc(=O)cc(CN3CCCCC3C)c2cc1Cl (stereo unspecified) | -4.2% | -2.8% | -10.1% |

7 entries from above, ordered by the number in GCN5L2 inh, descending:
| Structure | N370S GC mod | FEN1 inh | GCN5L2 inh |
| --- | --- | --- | --- |
| COc1ccc(CCNC(=O)c2cnn(-c3cccc(C)c3)c2C2CCN(C(=O)OC(C)(C)C)CC2)cc1OC | / | -14.8% | 2.1% |
| Cc1cc(C)c(Cn2c(=O)n(CCC(=O)NCCc3ccccc3)c(=O)c3ccccc32)c(C)c1 | / | 16.8% | -2.6% |
| CC(C)C(=O)Nc1nc2ccc(S(C)(=O)=O)cc2s1 | 1.8% | 2.6% | -4.3% |
| Cc1ccccc1CNC(=O)CN(c1ccccc1Cl)S(C)(=O)=O | 0.3% | -6.2% | -4.9% |
| Nc1nc(-c2ccccc2)c(N=Nc2cccc3ccccc23)s1 | ? | -7.6% | -11.9% |
| COC(=O)c1ccc(Oc2nc(NC(C)C)nc(SC)n2)cc1 | 2.0% | 4.5% | -13.3% |
| CCc1ccc(-n2c(SCc3c(C)noc3C)nnc2-c2ccncc2)cc1 | -12.3% | 7.9% | -14.1% |

(next part)
Each structure is followed by: N370S GC mod | FEN1 inh | GCN5L2 inh
- O=C(Nc1ccc(Nc2ccccc2)cc1)c1ccc(F)cc1
→ -5.0% | -18.4% | 10.7%
- CC1CCCC(C)N1C(=O)COc1cccc(Oc2ccccc2)c1 (stereo unspecified)
→ / | -2.3% | -6.8%
- COc1ccc(-c2ccc(C3C4C=CCCC4(C)C(=O)N3Cc3ccccc3)c(F)c2)cc1OC (stereo unspecified)
→ 2.7% | -4.5% | /
- CCCN(CCC)S(=O)(=O)c1ccc(C(=O)Nc2cc3oc4ccccc4c3cc2OC)cc1
→ 4.8% | -18.8% | 0.9%
- CCC(C)(CN(C)C)OC(=O)c1ccccc1 (stereo unspecified)
→ -1.9% | 1.6% | /
- COc1ccc(-c2nnc(CSc3nc4ccccc4c(=O)n3CC3CCCO3)o2)cc1OC (stereo unspecified)
→ ? | -21.0% | -3.8%
- CCOC(=O)C1CCCN(C(=O)c2cc3c(=O)n(C)c4ccccc4c3s2)C1 (stereo unspecified)
→ / | -9.8% | 1.5%
- Cc1c(NC(=O)CSc2nnc(-c3cccc(Cl)c3)o2)c(=O)n(-c2ccccc2)n1C
→ 1.9% | -11.1% | 2.2%
- COc1ccc([N+](=O)[O-])cc1NS(=O)(=O)c1cc(C(=O)O)ccc1OC
→ 2.2% | 18.1% | 0.5%
- CCN(CCCC(=O)c1ccc(F)cc1)CCc1ccccc1
→ -26.7% | 35.8%[activator] | 21.4%
- O=C(COC(=O)Cc1ccc(Cl)cc1)NCc1ccc(F)cc1
→ / | -12.3% | -6.1%
- CCOC(=O)Nc1nc2ccccc2s1
→ 0.1% | 0.4% | 4.7%
- Cc1ccn2c(NC3CCCCC3)c(-c3cccc(SC4CCCCC4)c3)nc2c1
→ / | -4.3% | -9.0%
- O=C1CC(c2ccccc2)c2c(O)cc(O)cc2O1 (stereo unspecified)
→ 1.3% | -2.7% | -5.9%
- COc1ccc(C2N(C(=O)CN3CCCC3)CCCN2S(=O)(=O)c2ccccc2)cc1 (stereo unspecified)
→ 3.8% | 1.2% | -4.3%
- Cc1ccccc1NC(=O)/C(=C\c1cccs1)NC(=O)c1ccccc1
→ 5.7% | 0.6% | -4.9%
- COc1ccc(OC)c(C(=O)c2ccccn2)c1
→ 0.0% | -2.9% | -5.8%
- O=C(CSc1nnc(CNC(=O)c2ccco2)o1)Nc1ccc(F)cc1F
→ -5.0% | 0.3% | -7.4%
- COc1ccccc1NC(=O)CSc1oc(-c2cccs2)nc1S(=O)(=O)c1ccccc1
→ / | -23.4% | -0.8%
- CSCC(CO)NS(=O)(=O)c1ccc(C)cc1 (stereo unspecified)
→ 15.6% | 3.6% | 3.3%
- COc1cc(/C=N/OCC(=O)NC2CCS(=O)(=O)C2)ccc1OC(F)F (stereo unspecified)
→ 2.4% | 4.0% | -11.3%
- CCOC(=O)Cc1c(C)c2ccc(N(CC)CC)cc2oc1=O
→ -11.9% | -2.2% | ?
- COC(=O)/C(=C/c1cn(C)c2ccccc12)[N+](=O)[O-]
→ 1.5% | / | -0.8%
- CC(C)c1ccc(NC(=O)CCNC(=O)Cn2ccc3ccccc3c2=O)cc1
→ -4.9% | 9.8% | -5.6%
- Cn1cc(CCC(=O)N2CCCC(CCC(=O)NCc3ccc(F)c(F)c3)C2)cn1 (stereo unspecified)
→ -2.0% | 55.4%[activator] | -10.4%
- Cc1ccc2c(CC(=O)N3CCN(c4cccc(Cl)c4)CC3)coc2c1C
→ / | -9.9% | -6.6%
- CN(C)C(=O)CSc1nnc(-c2ccc(F)cc2)c2ccccc12
→ 1.1% | 15.2% | -10.3%
- Cc1cc(C2(c3ccc(O)c(C)c3)C(=O)Nc3ccccc32)ccc1O
→ ? | -5.6% | -26.2%
- CCC(=O)N1c2ccc(S(=O)(=O)N3CCN(C)CC3)cc2CC1C (stereo unspecified)
→ 1.7% | 11.4% | -15.3%
- COc1ccc2c(c1)c1c(c(=O)n(CCc3ccccc3)c(=O)n1Cc1ccccc1)n2C
→ / | -0.2% | 2.2%
- Cc1ccc(CNC(=O)CS(=O)(=O)c2ccccc2)cc1
→ 0.4% | -13.2% | -18.4%
- CC(=O)C1=C(N2CCCCC2)CCC1=O
→ 6.7% | -2.8% | -3.1%
- CN(C)/C=N/c1nc2nccc(-c3cccnc3)n2n1
→ 12.6% | -3.6% | ?
- O=C(CN1C(=O)S/C(=C\c2ccccc2F)C1=O)Nc1ccccc1O
→ 2.3% | -21.1% | -8.0%
- CC1=C(C)CC(C(=O)NCc2ccc3c(c2)OCO3)C(C(=O)O)C1 (stereo unspecified)
→ 0.7% | -14.1% | -8.5%
- CCOC(=O)[C@@H]1[C@H]2COc3ccc(Br)cc3[C@@H]2N2C(=O)N(c3ccc(C(F)(F)F)cc3)C(=O)[C@]12C
→ -11.5% | 11.6% | -27.7%
- OCCN(CCO)c1ccc(C(c2ccc(Cl)cc2)c2ccc(N(CCO)CCO)cc2Cl)c(Cl)c1
→ 5.8% | 10.1% | 66.6%[activator]
- O=c1c(CCc2ccccc2)nc2cnc(N3CCOCC3)nc2n1CCc1ccccc1
→ -2.0% | / | -1.6%
- CC(C)(C)c1onc(OCP(=O)(O)O)c1CC(N)C(=O)O (stereo unspecified)
→ 5.6% | ? | 1.9%&-9.6%
- Cc1ccc(CN2CCN(C(=O)C3CCCO3)CC2)cc1 (stereo unspecified)
→ -11.1% | -8.4% | -16.8%

High-throughput results (PubChem)

Only part of the results is shown (hit frequency here may not be typical).
